Screening results: PubChem, National Center for Advancing Translational Sciences (NCATS)
12-hLO inh: blocks human 12-lipoxygenase activity; purified 12-hLO, xylenol orange hydroperoxide absorbance; Potency, µM (titrated, usually from 57.1 µM), for inactives: at the top dose activity change, negative = inhibition, actives largely listed as inhibitors; 150,000 tested, 0.12% active; AID 1452; note: potency is the fitted concentration of half-maximal effect; nearly all actives have a fitted effect of over 55% in size; many of its hits are not listed in these tables
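Purified human 12hLO (150 nM final) was preincubated with compounds for 15 min at room temperature in 25 mM Hepes pH 7.0, 0.01% Triton X-100, then reacted with 40 uM arachidonic acid for 30 min. Hydroperoxide was detected with ferrous iron/xylenol orange.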
ALOX15B inhib: inhibitors of human 15-lipoxygenase 2 (ALOX15B). O15296. purified 15hLO-2, xylenol orange hydroperoxide absorbance. Potency, µM (top dose mostly 57.1 µM), without a hit: at the highest dose activity change, negative = inhibition, hits mostly inhibitors. 110,000 tested, 0.56% active; note: potency is the fitted concentration of half-maximal effect; nearly all actives have a fitted effect of over 60% in size; many of its hits are not listed in these tables
Target sequence (O15296 whole entry, looked up): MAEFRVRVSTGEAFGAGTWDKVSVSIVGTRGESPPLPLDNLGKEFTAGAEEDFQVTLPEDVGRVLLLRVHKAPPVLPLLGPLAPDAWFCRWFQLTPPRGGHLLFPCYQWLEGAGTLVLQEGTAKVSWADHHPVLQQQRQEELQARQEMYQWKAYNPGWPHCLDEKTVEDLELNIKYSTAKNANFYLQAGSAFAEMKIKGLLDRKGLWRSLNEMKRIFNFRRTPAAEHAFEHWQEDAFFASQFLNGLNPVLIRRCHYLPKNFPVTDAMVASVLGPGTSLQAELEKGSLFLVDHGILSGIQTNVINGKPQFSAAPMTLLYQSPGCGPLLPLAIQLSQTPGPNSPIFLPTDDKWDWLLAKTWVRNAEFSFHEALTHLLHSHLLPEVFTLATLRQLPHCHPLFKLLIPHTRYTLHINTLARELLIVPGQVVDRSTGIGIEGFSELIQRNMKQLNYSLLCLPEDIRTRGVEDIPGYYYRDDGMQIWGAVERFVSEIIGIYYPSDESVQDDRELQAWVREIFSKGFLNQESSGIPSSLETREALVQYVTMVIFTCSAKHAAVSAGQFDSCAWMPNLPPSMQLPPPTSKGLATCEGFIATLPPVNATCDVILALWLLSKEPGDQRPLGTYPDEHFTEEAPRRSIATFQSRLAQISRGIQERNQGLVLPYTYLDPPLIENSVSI
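Screening format was qHTS against 50 nM purified 15hLO-2 in Hepes pH 7.5 with detergent. Activity follows hydroperoxide formation from 45 uM arachidonic acid, measured as 573:405 nm absorbance ratio of the ferric-xylenol orange complex.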
PNC inhibitor: inhibitors of perinucleolar compartment assembly; AID 2417; activity change (PNC), negative = inhibition, % at 10 µM; PC3M PTB-GFP, PNC prevalence imaging, 16 h; active compounds read low; 140,000 tested, 3.1% active;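 active = readout at or below -70, meaning at least 70% loss of cells showing the perinucleolar compartment, a nuclear body marking cancer cells; inconclusive = readout between -30 and a set limit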;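 note: plate controls were DMSO wells for no effect and camptothecin positive control wells for full effect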
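Compounds are pinned in duplicate onto adhered PC3M cells stably expressing GFP-tagged PTB and incubated 16 h at 37 C. Cells are then fixed, nuclei stained with Hoechst, and PNC-positive cells counted.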
IMPase inh: IMPase inhibition in cells | CHO-M1 cells, IP1 accumulation, HTRF TR-FRET ratio | inhibition (IP1 accumulation), % at 46.1 µM | 120,000 tested, under 10 active | AID 901; active = well fitted curve in the direction sought with a large enough effect in the signal ratio, not every such curve was filed as active; inconclusive = small, poorly fitted or top-dose-only effect, or a change in a side signal; inactive = no such curve, though single readings can be large or run the other way; the % refers to the signal ratio;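 note: cells stimulated with carbachol in lithium chloride buffer; plate controls were DMSO basal wells for no effect and reference inhibitor wells for full effect; higher means more IMPase inhibition seen as more IP1 and lower FRET ratio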
Target sequence (P97697 whole entry, looked up): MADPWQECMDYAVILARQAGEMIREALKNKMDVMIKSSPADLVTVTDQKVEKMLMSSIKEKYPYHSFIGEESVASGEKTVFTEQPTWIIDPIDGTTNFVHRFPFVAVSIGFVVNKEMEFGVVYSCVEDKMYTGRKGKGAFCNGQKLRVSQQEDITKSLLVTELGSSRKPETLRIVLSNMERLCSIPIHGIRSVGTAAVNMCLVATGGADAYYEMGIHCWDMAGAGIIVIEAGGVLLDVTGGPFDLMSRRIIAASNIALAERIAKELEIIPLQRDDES
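Measured: the HTRF emission ratio (665/620 nm) plus the 620 nm donor channel, each fitted to the Hill equation to give AC50. Cells were CHO-M1 given compounds up to 46 uM and a 30 min carbachol stimulation at 37C.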
Active calls of the source: *; u = inconclusive; x = not tested or not shown; [ ] = remark or other dose. Unless noted, calls come from the whole dose curve; as a rule, active = well fitted curve in the direction sought with a large enough effect; inconclusive = small, poorly fitted or top-dose-only effect, or another doubt; inactive = no such curve, though single readings can be large; an effect the other way counts as inactive or inconclusive. Unless noted, % is set by controls: 0 for no effect and ±100 for the full control effect. The list is partial; the hit share may differ from the screen's.

SMILES	12-hLO inh	ALOX15B inhib	PNC inhibitor	IMPase inh
COc1cccc(-c2nc(CS(=O)CC(=O)NC3CC3)c(C)o2)c1 (stereo not given)	2%	0%	u	-7
O=C(NCCc1ccccc1)c1cc(S(=O)(=O)N2CCOCC2)ccc1F	3%	4%	u	6
Cc1cc(C)cc(C(=O)n2cnnc2N)c1	-4%	9%	38	-7
COc1ccccc1NC(=O)CSc1nnc(-c2ccoc2C)n1CC1CCCO1 (stereo not given)	-2%	13%	50	3
COc1ccc(-c2cc(=O)c3cc(C)ccc3[nH]2)cc1	1%[0.00818 µM]	-8%[0.0915 µM]	47	x
COC(=O)C1=C(CSCc2ccco2)NC(=O)NC1c1cc(C)ccc1C (stereo not given)	-3%	-9%	9	1
CCC(=O)Nc1nc2ccccc2n1Cc1ccccc1C	-4%	33%[activator]	u	10
Cc1ccc(C2CC(c3ccco3)n3ncnc3N2)cc1 (stereo not given)	6%	33%[activator]	5	-3
CS/C(=N\S(=O)(=O)c1cccs1)Nc1ccc(Br)cc1F	-4%	x	-23	1
CCN(CCO)c1ccc(-n2c(N)c(C(=O)OC)c3nc4ccccc4nc32)cc1	-21%	-26%	24	-4
O=C1CC(c2cccc(Br)c2)c2cc3c(cc2N1)CCC3 (stereo not given)	-7%	8%	u	7
CCN(C(=O)CSc1nc2c(cnn2-c2ccccc2)c(=O)[nH]1)C1CCS(=O)(=O)C1 (stereo not given)	2%	x	0	x
COc1ccccc1-c1cc(C(=O)N/N=C\c2cnn(C)c2C)c2ccccc2n1	-6%	x	-20	x
CCOc1ccc(/C=N/n2c(SC)nnc(C(C)(C)C)c2=O)cc1	0%	-9%	-1	-6
COC(=O)c1ccc(COc2ccccc2[N+](=O)[O-])o1	-1%	x	22	x
CC(=O)C1=C(O)C(=O)N(CC(=O)O)C1c1ccccc1Cl (stereo not given)	0%	8%	-14	-17
COCCn1nnnc1CN1CCC(NC(=O)c2ccc(Br)cc2)CC1	1%	x	-100*	11
O=C(c1cccc(Cl)c1Cl)N1CCN(c2ccccn2)CC1	1%	0%	u	1
CCCc1cc(=O)[nH]c(SCC(=O)N2CCN(S(=O)(=O)c3ccccc3)CC2)n1	1%	x	-13	x
CCCCOC(C)n1cc(F)c(=O)[nH]c1=O (stereo not given)	0%	x	-12	x
CCCN1CCN(CCCNC(=S)Nc2ccc(OC)cc2)CC1	-1%	x	16	x
CCCC(=O)OC(=O)CCC	1%	-21%	x	x
CCOc1cc(/C=C/c2nc3ccccc3s2)ccc1OCC(=O)N1CCOCC1	-6%	x	-25	x
COc1ccc(CNc2ccc(-c3ccccc3OC)nn2)cc1	3%	-5%	u	5

Part of the list above in order of SMILES length, ascending.
SMILES	12-hLO inh	ALOX15B inhib	PNC inhibitor	IMPase inh
CCCC(=O)OC(=O)CCC	1%	-21%	x	x
CCCCOC(C)n1cc(F)c(=O)[nH]c1=O (stereo not given)	0%	x	-12	x
CCCN1CCN(CCCNC(=S)Nc2ccc(OC)cc2)CC1	-1%	x	16	x
CCOc1cc(/C=C/c2nc3ccccc3s2)ccc1OCC(=O)N1CCOCC1	-6%	x	-25	x

Next results.
SMILES	12-hLO inh	ALOX15B inhib	PNC inhibitor	IMPase inh
Cn1c(=O)c2c(nc(CN3CCOCC3)n2CCc2ccccc2)n(C)c1=O	-6%	9%	21	0
CCOC(=O)C1(C)NC(c2ccc(OC)c(OC)c2)C2C(=O)N(CC)C(=O)C21 (stereo not given)	0%	4%	23	12
CCN1CCN(C(c2cccs2)C(C)NC(=O)c2cccnc2)CC1 (stereo not given)	-5%	-2%	37	1
CCCCn1c(SCc2cc(=O)n3ccsc3n2)nc2cc(C(=O)OC)ccc2c1=O	-3%	7%	39	6
CCCCCN(C(=O)COC(=O)c1ccc(Br)o1)c1c(N)n(CCCC)c(=O)[nH]c1=O	6%	-3%	3	-6
Cc1ccc2nc(N3CC(=O)Nc4ccccc43)nc(-c3ccccc3)c2c1	2%	x	-9	-3
CC(C)c1ccc(NC(=O)Cn2cccc2C2=NC(c3ccccc3)CO2)cc1 (stereo not given)	-2%	x	u	x
CC1=C(C(=O)Nc2ccccc2)C(c2ccco2)n2ncnc2N1 (stereo not given)	-1%	4%[11.4 µM]	12	11[1.84 µM]
COc1ccc(N/C(C)=C/C(=S)Nc2ccccc2)cc1	-2%	x	-21	-7
COC(=O)CSc1nc(-c2ccccc2)c2c(c1C#N)CCCC2	7%	-13%	u	u
O=C(Oc1ccc(-c2nnco2)cc1)N(c1ccccc1)c1ccccc1	0%	2%	-28	1
CC1CN(CC(=O)N2CCc3[nH]c4ccccc4c3C2)CC(C)O1 (stereo not given)	-7%	-1%	-22	-3
Cc1nc(-c2ccccc2)cc(=O)[nH]1	-1%	0%	-5	-6
Cc1cccc(NCCNc2cccc(C)c2)c1	3%	-24%	8	8
CC(=O)N1c2ccccc2Oc2cc3ccccc3cc21	-3%	x	53	x
Cc1ccc(-c2cc(NC(=O)CCl)n(-c3ccccc3)n2)cc1	-15%	17%	u	-2

Other compounds
Sequence of screens: 12-hLO inh	ALOX15B inhib	PNC inhibitor	IMPase inh
- COCCSc1nnc(NC(=O)C(C)(C)C)s1
 : 0%	0%	-1	-1
- CCN1CCN(c2nc(Nc3cccc(C)c3)nc(N)c2[N+](=O)[O-])CC1
 : 1%	x	20	x
- C/C(=C(\C#N)C(=O)NCCCN1CCOCC1)N(C)C
 : 0%	3%[2.29 µM]	22	-7
- Cc1ccc(-c2nnn(CC(=O)N(CC(=O)NC3CCCC3)c3cnc4ccccc4c3)n2)o1
 : 1%	-18%	-5	15
- COc1ccc(CCN=CC2=C(O)CC(C)(C)CC2=O)cc1
 : 2%	3%	18	u
- CN[C@@H](CC(C)C)C(=O)N[C@@H]1C(=O)N[C@H](CC(N)=O)C(=O)N[C@@H]2C(=O)N[C@H]3C(=O)N[C@H](C(=O)N[C@H](C(=O)O)c4cc(O)cc(O)c4-c4cc3ccc4O)[C@H](O)c3ccc(c(Cl)c3)Oc3cc2cc(c3O[C@H]2O[C@@H](CO)[C@@H](O)[C@@H](O)[C@@H]2O[C@@H]2C[C@](C)(N)[C@H](O)[C@H](C)O2)Oc2ccc(cc2Cl)[C@@H]1O
 : -3%[25.6 µM]	7%[25.6 µM]	x	6[20.6 µM]
- Cc1c(Br)cc(C(=O)N2CCCC2)c(C)c1C
 : 3%	3%	11	-3
- COc1ccc(-c2nc(C)ncc2N=Nc2ccccc2)cc1
 : 3%	x	-1	u
- Cc1ccccc1-n1c(SCc2cccc(F)c2)nc2[nH]ncc2c1=O
 : -4%	x	4	-6
- CNC(=S)NNC(=O)COc1ccc(C)c(C)c1
 : -2%	x	-30	-24
- Cc1csc(NC(=O)/C=C/c2ccc(C)o2)n1
 : -2%	x	-18	-5
- CS(=O)(=O)c1cccc(C(=O)Oc2ccccc2)c1
 : -10%	-1%	u	-2
- Cc1cc(C)cc(NC(=S)NCc2cccn2C)c1
 : u	x	-1	5
- CC(=O)NS(=O)(=O)c1ccc(NC(=O)c2ccc3c(c2)C(=O)N(CCC(C)C)C3=O)cc1
 : -3%	x	23	x
- CC(C)(C)OC(=O)N1CCC(C(=O)N2CCOCC2)CC1
 : -3%	2%	27	10
- CCOC(=O)c1cn(CC(=O)Nc2ccc(CC)cc2)nn1
 : -1%	-9%	-18	2
- Cc1nn(C)cc1/C=N/NC(=O)C1(O)c2ccccc2-c2ccccc21
 : -4%	x	-14	x
- O=C(NC12CC3CC(CC(C3)C1)C2)N1CCN(c2nc(-c3ccccc3)cs2)CC1
 : 3%	32%[activator]	33	-15
- COc1cccc(CNC(=O)C(CCSC)NS(=O)(=O)c2ccc3c(c2)oc(=O)n3C)c1 (stereo not given)
 : 3%	1%	u	2
- CC(C)(C)c1cc(C(C)(C)C)n(-c2ccccc2)n1
 : 1%	x	40	x
- CSc1nc(N)c2ncn([C@@H]3O[C@@H](COP(=O)(O)OP(=O)(O)O)[C@@H](O)[C@H]3O)c2n1
 : -7%	3%	x	-3
- O=C(CSc1ccc(C(F)(F)F)cc1[N+](=O)[O-])Nc1ccc2ccccc2c1
 : -1%	x	9	x
- CCOC(=O)C1=C(C)C(c2ccc(OC)cc2OC)NC(=O)N1 (stereo not given)
 : 4%	x	150	0
- O=C(Nc1sc2c(c1C(=O)O)CCCCC2)c1ccco1
 : -5%	-12%	u	-2
- COc1ccc(CNC(=O)CSc2nnc(C)n2-c2ccc(F)cc2)cc1
 : -6%	x	u	x
- COc1ccccc1[C@H]1C(c2ccccc2)=NN(c2ccccc2)[C@@H]1CO
 : -2%[0.00818 µM]	-14%[0.0915 µM]	x	x
- O=C(NCc1cccc(F)c1)C1CCN(S(=O)(=O)Cc2ccccc2)CC1
 : 1%	-1%	-25	-5
- CC12CCC(C(=O)N3CCCCC3)(CC1=O)C2(C)C (stereo not given)
 : 6%	1%	u	-2
- COc1ccc(CCNC(=O)COC(=O)/C=C/c2ccc(OCC#N)c(OC)c2)cc1OC
 : 1%	x	-7	x
- COc1ccc(/C=N/N2C(=O)CSC2=S)cc1
 : u	-16%	4	-7
- Cc1ccc(C2CC(=O)C=C(NCC(C)C)C2)cc1 (stereo not given)
 : -3%	x	7	x
- CC(=O)CC(=O)Nc1ccc(Nc2ccccc2)cc1
 : 3%	x	73	x
- O=C1C2C3C=CC(C3)C2C(=O)N1CCC(=O)N1CCc2ccccc21 (stereo not given)
 : 2%	x	-19	-9
- CNC(=S)NNC(=O)c1cccc(C(F)(F)F)c1
 : 8%	4%	29	-1
- CC(=O)c1oc2ccccc2c1NC(=O)CCCN1C(=O)c2ccccc2C1=O
 : -4%	3%	13	7
- CCOC(=O)Cc1csc(NS(=O)(=O)Cc2ccccc2)n1
 : 0%	-2%	-27	15
- CC(C)c1cc(NC(=O)C(C)(C)C)cc(C(C)C)c1O
 : -10%	-9%	-13	5
- CN1C(=O)CCC1(O)c1ccccc1 (stereo not given)
 : 1%	-19%	u	-11
- COc1ccc(OC)c(-n2nnnc2SCC(=O)Nc2ccc3c(c2)OCCO3)c1
 : -3%	-14%	22	3
- CC(=O)/C(=N/Nc1cccc(Cl)c1)Sc1nnc(C(O)c2ccccc2)n1-c1ccccc1 (stereo not given)
 : -3%	x	-28	-18
- CCCCCC(N)=O
 : -3%	-14%	x	x
- O=C(O)c1cccc(Nc2nc(-c3cccnc3)nc3ccccc23)c1
 : -2%	x	6	x
- CCOC(=O)c1c(NC(=O)CSc2nnc(-c3ccco3)o2)sc(C(C)=O)c1C
 : -3%	-6%	-24	u
- CCOc1cc(-c2nn3cnnc3s2)cc(OCC)c1OCC
 : 0%	-6%	u	-19
- COc1cc(/C=C2\SC(=S)N(CC(=O)Nc3ccccn3)C2=O)cc(OC)c1OC
 : -2%	x	-6	10

An excerpt from above with just PNC inhibitor:
smiles | PNC inhibitor
CC(C)c1cc(NC(=O)C(C)(C)C)cc(C(C)C)c1O | -13
COc1ccc(CNC(=O)CSc2nnc(C)n2-c2ccc(F)cc2)cc1 | u
CCN(C(=O)CSc1nc2c(cnn2-c2ccccc2)c(=O)[nH]1)C1CCS(=O)(=O)C1 (stereo not given) | 0
Cc1csc(NC(=O)/C=C/c2ccc(C)o2)n1 | -18
CS/C(=N\S(=O)(=O)c1cccs1)Nc1ccc(Br)cc1F | -23

Structures listed so far that bear a hit mark in PNC inhibitor:
Sequence of screens: 12-hLO inh	ALOX15B inhib	PNC inhibitor	IMPase inh
- COCCn1nnnc1CN1CCC(NC(=O)c2ccc(Br)cc2)CC1
 : 1%	x	-100*	11
